# 697 NFkB inh = lowers PMA/ionomycin-induced NF-kB signal in 697 B cells | 697 B-cell NF-kB luciferase reporter, 16 h | inhibition, % at 4 µM | 330,000 compounds, 0.33% hits; in the data active = inhibition above about 35%
# CCR6 antagonist = CCR6 (human) receptor antagonism; CHO-K1 CCR6 PathHunter beta-arrestin, luminescence, CCL20-stimulated; 340,000 compounds, 0.49% hits; AID 493098; inhibition, % at 20 µM; P51684;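 active = compounds whose inhibition of the agonist-driven luminescence signal at 20 µM reaches about 50%, limit read from the data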;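 also: cells stimulated with CCL20 at 14 nM final; plate controls were DMSO with CCL20 for no effect and DMSO without agonist for full effect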
# Target sequence (P51684 whole entry, looked up): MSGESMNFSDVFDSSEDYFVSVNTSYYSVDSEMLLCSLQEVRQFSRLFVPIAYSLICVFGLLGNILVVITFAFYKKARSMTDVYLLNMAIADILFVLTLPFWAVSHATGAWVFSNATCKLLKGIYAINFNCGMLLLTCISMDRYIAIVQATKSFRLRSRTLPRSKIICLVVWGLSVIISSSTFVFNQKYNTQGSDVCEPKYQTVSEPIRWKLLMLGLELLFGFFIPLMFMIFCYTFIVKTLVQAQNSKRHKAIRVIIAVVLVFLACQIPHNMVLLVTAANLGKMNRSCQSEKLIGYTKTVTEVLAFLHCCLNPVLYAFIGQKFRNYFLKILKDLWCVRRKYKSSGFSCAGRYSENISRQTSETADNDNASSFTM
# XBP1 UPR activ = activators of adaptive arm of unfolded protein response (XBP1); CHO-XBP1 luciferase reporter, IRE1-XBP1 UPR activation, luminescence; percent of tunicamycin response, DMSO as zero; activation, % at 20 µM; 330,000 compounds, 0.33% hits; AID 463104;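 active = versus positive control, 20 µM dose yields 30% or more activation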;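 also: 100% = tunicamycin at 10 µg/mL and 0% = DMSO only wells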
#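 Material: CHO-XBP1 cells stably carrying IRE1-XBP1-driven luciferase reporter | Medium: F12 with 10% serum | Compound dosing: 20 µM single concentration, DMSO 1% | Incubation: Overnight seeding at 37 °C, 6 h compound treatment at 37 °C | Detection: Steady-Glo luminescence read | Read-out basis: % activation of reporter signal versus tunicamycin and DMSO controls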
# EBI2 antag = blocks human EBI2 receptor beta-arrestin signaling. P32249. EBI2 beta-arrestin recruitment, luminescence, 7a,25-OHC stimulated. inhibition, % at 5 µM. 360,000 compounds, 0.81% hits; in the data active = inhibition above about 38%;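 also: enzyme fragment complementation signal reports receptor beta-arrestin coupling in cells; 0% = agonist plus DMSO wells and 100% = wells without agonist; some results beyond the cut were filed as inactive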
# Target sequence (P32249 whole entry, looked up, the tested form may be a part): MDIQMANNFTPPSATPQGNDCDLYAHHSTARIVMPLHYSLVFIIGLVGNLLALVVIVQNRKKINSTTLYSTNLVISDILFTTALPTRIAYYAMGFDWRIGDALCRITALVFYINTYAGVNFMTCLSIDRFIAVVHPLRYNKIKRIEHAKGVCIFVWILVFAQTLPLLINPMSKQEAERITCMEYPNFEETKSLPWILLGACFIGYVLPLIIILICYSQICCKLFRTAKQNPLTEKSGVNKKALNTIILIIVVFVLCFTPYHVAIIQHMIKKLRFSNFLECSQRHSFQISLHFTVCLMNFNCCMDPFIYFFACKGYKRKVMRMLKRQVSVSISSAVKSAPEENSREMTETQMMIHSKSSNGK
# Gli-Sufu antag = blocks Gli-Sufu signaling in a luciferase reporter; Sufu-KO-LIGHT fibroblasts, Gli luciferase reporter luminescence; inhibition, % at 5 µM; 340,000 compounds, 0.74% hits; AID 588413;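 active = inhibition above about 55%, limit read from the data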;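 also: 0% = DMSO-treated cells and 100% = wells with medium but no cells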
# CXCR6 block = CXCR6 (human) receptor inhibition; O00574; CHO-K1 PathHunter CXCR6 beta-arrestin, luminescence; inhibition, % at 20 µM; 360,000 compounds, 0.36% hits; in the data active = inhibition above about 34%, passing the limit was not always enough;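 also: antagonist mode with CXCL16 agonist at 10 nM final; 0% = 10 nM CXCL16 with DMSO and 100% = unstimulated wells without agonist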
# Target sequence (O00574 whole entry, looked up): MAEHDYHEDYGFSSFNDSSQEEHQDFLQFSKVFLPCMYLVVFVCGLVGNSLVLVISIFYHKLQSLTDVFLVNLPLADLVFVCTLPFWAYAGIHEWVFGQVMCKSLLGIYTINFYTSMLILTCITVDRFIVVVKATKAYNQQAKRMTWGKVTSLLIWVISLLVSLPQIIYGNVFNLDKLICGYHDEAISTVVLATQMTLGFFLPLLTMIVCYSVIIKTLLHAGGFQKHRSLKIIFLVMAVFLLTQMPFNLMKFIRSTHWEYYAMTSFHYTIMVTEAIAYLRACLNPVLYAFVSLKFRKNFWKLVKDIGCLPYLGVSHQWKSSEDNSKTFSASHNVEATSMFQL
# UPR CHOP act = activators of apoptotic arm of unfolded protein response (CHOP); AID 449763; activation, % at 10 µM; 330,000 compounds, 0.34% hits; CHO-CHOP luciferase reporter, UPR activation, luminescence; percent of tunicamycin response over DMSO baseline;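 active = at 10 µM dose, activation of 40% or more, normalized to positive control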;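 also: 100% = tunicamycin at 10 µg/mL and 0% = DMSO alone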
#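 Dosing – one dose, 10 µM in 0.5% DMSO · System – CHO-CHOP cells, stable luciferase reporter of PERK-eIF2a-CHOP signalling · Input – 500 cells/well · Control set – tunicamycin 10 µg/mL final as positive, DMSO-only wells as negative · Timing – 6 h compound treatment, 37 °C · Measure – % activation vs tunicamycin · Technique – luminescence read with Steady-Glo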
# Jurkat NFkB inh = inhibitors of the PMA/ionomycin-induced NF-kB reporter in Jurkat cells | PMA/ionomycin-induced NF-kB luciferase reporter, luminescence | inhibition, % at 4 µM | 330,000 compounds, 0.53% hits | AID 435003; in the data active = inhibition above about 50%
# Mdm2-MdmX inh = disrupts the human Mdm2-MdmX interaction | inhibition, % at 8 µM | SaOS-2 split-luciferase Mdm2/MdmX complementation, luminescence | AID 485346 | 330,000 compounds, 3% hits | O15151+Q00987;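 active = inhibition of at least 50% at 8 µM in the primary screen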
# * hit, by the source's call; x = not tested or not shown.
SMILES,697 NFkB inh,CCR6 antagonist,XBP1 UPR activ,EBI2 antag,Gli-Sufu antag,CXCR6 block,UPR CHOP act,Jurkat NFkB inh,Mdm2-MdmX inh
COc1ccc(F)cc1S(=O)(=O)N1CCCN(S(=O)(=O)c2cc(F)ccc2OC)CC1,-12,4,-2,5,-5,6,0.3,5,8
N/C(=N\OC(=O)COc1ccc(Br)cc1Cl)c1ccccn1,-317,21,0,-17,-64,-1,-0.2,-111,-55
CC(=O)c1ccc(NC(=O)CCC(=O)OCC(=O)c2cccc([N+](=O)[O-])c2)cc1,2,55*,-5,2,15,22,2.3,9,14
Cc1cc(C)nc(NCC(O)CNc2ccccc2C)n1 (configuration not stated),-5,0,1,-9,-17,3,0.3,-9,13
O=C(Nc1ccc2c(c1)CCCN2C(=O)c1cccs1)c1c(F)cccc1Cl,-210,5,2,5,14,4,0.2,-8,41
COc1ccc(N2C(=O)C3ON(C4SC(=S)N(C)C4(C)C)C(c4ccc([N+](=O)[O-])cc4)C3C2=O)cc1 (configuration not stated),-3,8,-1,5,4,3,-0.5,3,2
O=C(Nc1ccccc1)N1CCC(n2c(=O)[nH]c3ccccc32)CC1,0,4,0,-3,-1,0,1.6,2,-22
Nc1nc(CN2CCC(Cc3ccccc3)CC2)nc(Nc2ccccc2)n1,-19,-4,1,2,11,0,0.6,14,32
Cc1csc(SCC(=O)N2CCN(S(=O)(=O)c3ccc(Cl)cc3)CC2)n1,25,3,1,-2,25,1,2.4,0,-7
Cc1cccc(OCCNc2cc(N3CCN(C)CC3)ccc2[N+](=O)[O-])c1,-4,31,-1,14,1,14,4.5,-1,-5
CCOC(=O)c1c(CSc2cccs2)n(C)c2cc(Br)c(O)c(CN(C)C)c12,-14,14,-3,18,33,1,0.2,-4,13
C#CCOCCOCCOCCNc1nc(N2CCN(C(=O)CCCCCCCCCCNC(=O)[C@@H](CCC(=O)O)n3cc(CCCCCN)nn3)CC2)nc(N2CCN(C(=O)CCCCCCCCCCNC(=O)[C@H](CO)n3cc(CCCSC)nn3)CC2)n1,11,13,-4,-7,-17,9,-1.7,7,27
COCc1ccc(C(=O)N2CCCC(N3CCN(c4ccc(F)cc4)CC3)C2)o1 (configuration not stated),-6,-1,-4,3,11,-11,0.7,1,-8
CCOC(=O)c1cnc2cc(-c3ccc(Br)cc3)nn2c1C,-58,4,-2,12,-33,-10,5.2,-69,-12
CCCc1nn(C)c(C(=O)Nc2cccc(C)c2)c1Cl,-96,10,1,8,-10,-20,5.5,-69,-22
CCn1c(SCC(=O)C(C)(C)C)nnc1-c1ccccc1OC,-3,6,3,-5,2,-10,-6.2,-14,-7
O=C(Nc1nnc(-c2ccncc2)o1)c1ccccc1,12,7,-1,-2,-3,1,1.0,2,8
CC(=O)c1cccc(NC(=O)N2CCCC2C(=O)Nc2cccc(C)c2)c1 (configuration not stated),8,0,-4,-16,-14,10,-2.6,-16,-11
COc1ccc(NC(=O)C2CCN(S(=O)(=O)c3ccc(N4CCCC4=O)cc3)CC2)cc1OC,13,1,1,-1,50,-7,-0.2,6,12
O=C(Nc1ccccn1)NC1CCS(=O)(=O)C1 (configuration not stated),14,-13,19,-16,0,-4,-1.0,10,21
Cc1cc(=O)[nH]c(N2CCCCC2)n1,x,12,x,10,1,-2,x,x,x
Cc1ccc(O)c(C(=O)c2cnc3c(c2)CN(C)C(=O)N3)c1,16,6,-2,-4,-8,0,1.1,20,63*
S=C(Nc1ccc(-c2nc3ccccc3[nH]2)cc1)Nc1cccnc1,-251,0,5,9,-10,-10,5.6,-87,-55
CCCCN(C(=O)CCC(=O)Nc1cc(C)on1)C(C(=O)NC1CCCC1)c1cccc(OC)c1 (configuration not stated),-26,19,-2,7,0,0,-1.4,-6,12
O=[N+]([O-])c1ccc(OCCCn2cncn2)cc1,-18,-5,-2,0,-1,-4,0.1,-5,-11
COC(=O)CN(c1ccccc1)S(=O)(=O)c1ccccc1,-5,4,-1,-4,2,-1,-1.5,-24,-1
Cc1cc(C)cc(SCc2noc(C(=O)NC(C)C)c2C(=O)NC(C)C)c1,11,5,-1,-7,8,3,-0.2,-13,-6
CCC(CO)(CO)N(CC(=O)Nc1ccc(OC)cc1)CC(=O)Nc1ccc(OC)cc1,13,1,1,9,-4,-1,0.1,-8,-28
COC(=O)C1=C(C)N(Cc2ccccc2)C(=NCc2ccccc2)N[C@H]1c1cccc(C(F)(F)F)c1,26,18,30*,-12,6,-29,8.1,5,98*
O=C(NCc1ccccc1)C1CCN(S(=O)(=O)c2cc([N+](=O)[O-])ccc2Cl)CC1,11,12,-1,6,-31,8,-0.4,6,10
Cc1cc(C)nc(SCC(=O)Nc2ccc3c(c2)OCO3)n1,-6,19,-3,1,-5,7,0.3,4,17
NC(=O)c1c(NC(=O)c2ccc(N3C(=O)CCC3=O)cc2)sc2c1CCCC2,7,16,0,-9,-9,-7,-0.5,15,16
CC(C)CNC(=O)c1cc(-c2ccco2)on1,-34,8,-1,-1,-57,4,6.4,-82,-27
COc1ccc(OC)c(NC(=O)COC(=O)c2c3c(nc4ccccc24)CCCC3)c1,16,14,-2,-17,3,10,3.4,8,85*
O=C(Nc1ccc(-c2csc(Nc3ccc(Cl)cc3)n2)cc1)c1ccccc1,-21,5,-3,0,-26,-2,2.1,13,-15
O=C(NCc1ccc(N2CCCC2=O)cc1)c1cnccn1,-2,-8,-1,-10,5,-4,-0.6,-6,17
CCOC(=O)N1CCN(C(=O)C2CCN(S(C)(=O)=O)CC2)CC1,-2,6,0,-1,-4,-3,1.2,-1,11
c1coc(-c2nc3ccccc3nc2-c2ccco2)c1,-5,2,5,-8,1,-4,0.9,13,14
COc1ccc(-c2cn3c4c(sc3n2)CCCC4)cc1,-292,10,0,14,-123,4,-4.6,-191,-85
CCCCC1=CC2=CC(=O)C(C)(OC(=O)CC)C(=O)C2=CN1c1ccccc1 (configuration not stated),8,4,-2,1,-8,-10,0.6,5,-4
O=C(Nc1ccccc1N1CCN(C(=O)c2ccc(Cl)cc2)CC1)c1cc(Br)ccc1Cl,6,11,1,15,5,9,-3.5,-2,-22
O=C(CS(=O)(=O)Cc1ccccc1)N1CCN(c2ccccc2F)CC1,-2,2,-3,1,-2,2,1.7,-2,20
CCOc1ccc(-c2onc(C(F)(F)F)c2-c2cscn2)c(O)c1,12,-8,-2,-5,11,-14,-0.7,1,-13
O=C(CSc1nc(=O)n(CCN2CCOCC2)c2c1CCCC2)Nc1ccc(F)cc1F,-2,4,-1,3,-2,6,2.4,12,7
O=C(Nc1ccc(S(=O)(=O)N2CCCCC2)cc1)c1ccco1,6,-3,0,-2,-9,0,1.0,17,-5
NC(=O)c1ncc(C(F)(F)F)cc1Oc1cccnc1,14,9,1,-12,7,4,22,4,5
CCCCOc1ncnc2c1[nH]c1ccc(OCC)cc12,-11,-3,7,4,7,-10,1.6,-18,11
NC(=O)CC[C@H](NC(=O)c1ccc(F)cc1)C(=O)OCC(=O)NCc1ccc(F)cc1,8,9,-3,-3,3,-2,0.3,13,4
COc1cc(C(=S)N2CCOCC2)cc(OC)c1OC(=O)c1ccc(F)cc1,-3,8,-5,2,-6,4,32,3,10
CCOc1ccc(C(=O)NC(C(=O)NCC2CCCO2)C(C)C)cc1 (configuration not stated),-1,5,-1,1,0,-1,-1.5,7,-22
CNCc1ccccc1Sc1ccc(O)c(O)c1,x,22,x,8,8,4,x,x,x
COc1ccc(CNc2ccc(N3CCOCC3)cc2)cc1,-1,-8,-4,-6,-6,-5,1.5,-17,17
COc1cccc(CNC(=O)c2ccc(Cl)c(S(=O)(=O)N3CCOCC3)c2)c1,-1,20,1,-15,-20,2,-2.9,2,2
CCOC(=O)c1ccc(COC(=O)c2nonc2N)cc1,8,5,2,-2,0,1,-0.2,5,1
O=C(CSc1ccc2ccccc2n1)NC1CC1,16,10,-2,-8,-8,9,1.9,-6,20
Cc1noc(C)c1C(=O)N1CCCC(C(=O)c2ccc(Cl)cc2)C1 (configuration not stated),0,0,1,-10,-4,4,-1.0,-2,8
CC(=NCCN1CCN(C(=S)Nc2ccccc2)CC1)C1=C(O)CC(C)(C)CC1=O,2,1,-2,4,7,-2,3.1,2,18
O=c1[nH]c(CSc2nnc(-c3ccncc3)n2Cc2ccco2)nc2ccccc12,17,0,0,4,4,-2,2.2,-7,-4
O=c1[nH][nH]c(C(F)(F)F)c1C=Nc1cccc(Cl)c1,23,9,0,-3,-5,-3,-1.0,-12,24
O=C(CC1CCCCC1)NCc1ccco1,12,15,0,1,-3,-1,2.1,9,15

# Rewritten with two lines to a compound: entries from further up.
# Every second line gives: 697 NFkB inh | CCR6 antagonist | XBP1 UPR activ | EBI2 antag | Gli-Sufu antag | CXCR6 block | UPR CHOP act | Jurkat NFkB inh | Mdm2-MdmX inh
> NC(=O)c1ncc(C(F)(F)F)cc1Oc1cccnc1
    14 | 9 | 1 | -12 | 7 | 4 | 22 | 4 | 5
> CCCCOc1ncnc2c1[nH]c1ccc(OCC)cc12
    -11 | -3 | 7 | 4 | 7 | -10 | 1.6 | -18 | 11
> NC(=O)CC[C@H](NC(=O)c1ccc(F)cc1)C(=O)OCC(=O)NCc1ccc(F)cc1
    8 | 9 | -3 | -3 | 3 | -2 | 0.3 | 13 | 4

# More records follow.
SMILES,697 NFkB inh,CCR6 antagonist,XBP1 UPR activ,EBI2 antag,Gli-Sufu antag,CXCR6 block,UPR CHOP act,Jurkat NFkB inh,Mdm2-MdmX inh
COc1ccccc1-c1c(C)nn2c(N3CCOCC3)cc(C)nc12,-13,10,-1,-7,-3,-2,-0.1,-10,1
Cc1cc(C)nc(NC(=O)/C=C/c2ccccc2Cl)c1,-29,19,4,9,-76,3,5.7,-48,-70
COc1ccc(N2CC(C(=O)N3CCC4(CC3)CC(=O)c3ccccc3O4)CC2=O)cc1 (configuration not stated),3,5,-1,14,5,-7,0.2,2,16
CCOc1cc(CNCc2ccc(C(=O)O)cc2)ccc1OC,10,13,-4,-2,5,8,5.0,0,0
Cc1noc(C)c1S(=O)(=O)Nc1ccc2c(c1)C(=O)N([C@H](C)CO)C[C@H](C)[C@@H](CN(C)Cc1ccc(C(=O)O)cc1)O2,-5,-1,-3,-5,-6,-5,-0.4,-9,19
O=C(CCNS(=O)(=O)c1ccc(Cl)cc1)NCc1cccnc1,15,3,-1,-1,4,-4,-2.2,13,29
CC(=O)Nc1ccc(NC(=O)COC(=O)c2cnccn2)cc1,15,-1,1,2,-5,1,-0.3,0,-1
COc1ccc(NC(=O)CNC(=O)c2sc3ccccc3c2Cl)c(OC)c1,7,-2,10,-4,4,-5,2.4,-5,77*
CC(=O)N1CCN(CC(=O)Nc2ccccc2Sc2ccc(Cl)cc2)CC1,-6,13,0,-9,25,-11,0.2,0,-5
COc1ccc(NS(=O)(=O)c2cccc(C(=O)N/N=C/c3cccs3)c2)cc1,11,1,-2,11,-15,-4,0.0,6,13
Cc1ccnc2nc(C(=O)OCCOc3ccc(Cl)cc3)nn12,1,-11,2,3,-1,-5,1.0,12,0
O=C(NC1CC2CCCC(C1)N2Cc1ccccc1)c1cccc(Cl)c1 (configuration not stated),4,18,-5,-3,-8,11,0.9,1,16
Cc1ccc(CCNS(=O)(=O)c2c(C)nc3sccn3c2=O)cc1,-6,8,-2,1,-5,10,0.9,2,-25

# Screening results: PubChem, Sanford-Burnham Center for Chemical Genomics
